Ins promoter up: MIN6 insulin promoter up-regulation; z-score at 5 µM; MIN6 insulin promoter-GFP reporter, high-content imaging; hits give high values; 190,000 compounds, 0.3% hits; AID 1625;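 active = z-score above 3 at 5 µM with at least 500 cells counted in the well; inconclusive = wells under 500 cells, flagged as cytotoxic or low count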
AID2073: inhibitors of Mint1-CaV2.2 protein interaction, biochemical, HTRF (AID 2073); HTRF protein-protein interaction, Mint1-CaV2.2; higher % means a stronger effect; inhibition, % at 20 µM, or IC50 in µM where a hit was titrated; 290,000 compounds, 0.19% hits; in the data active = inhibition mostly above about 51%, no sharp cut-off; inconclusive = no clear call, values can overlap the other calls; inactive = mostly below about 53%; note: some results filed as inactive read as strong as hits
WT yeast gro inh: growth inhibition of WT yeast, mitochondrial fusion screen. mitochondrial fusion phenotypic screen, WT strain. inhibition, % at 10 µM. 190,000 compounds, 2.1% hits; in the data active = inhibition above about 58%; tested in S. cerevisiae
HIV peptide binding: cell-free HIV fusion peptide-binding blockers – biochemical, uHTS, fluorescence dequenching, primary screen (AID 1986). cell-free peptide binding, fluorescence dequenching, 30 min; higher % means a stronger effect. inhibition, % at 20 µM; hits with a dose series show IC50 in µM. 290,000 compounds, 0.3% hits; in the data active = inhibition mostly above about 52%, no sharp cut-off; inactive = mostly below about 76%; note: some results filed as inactive read as strong as hits
b-catenin transl: alters nuclear translocation of beta-catenin in HeLa cells | immunofluorescence imaging | nuclear translocation activity, % at 5 µM | 190,000 compounds, 0.3% hits | AID 1665;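 active = nuclear translocation activity above 50% at 5 µM, with a well cell count of 50 or more; inconclusive = wells under 50 cells across six images, flagged as toxic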;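 note: per-cell ratio of nuclear to cytoplasmic median beta-catenin stain intensity; plate controls were DMSO negative control for no effect and GSK-3 inhibitor IX positive control for full effect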
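System: HeLa cells, endogenous beta-catenin; compound dosing: 5 µM primary single dose, 0.1% DMSO, 0.02–20 µM confirmation series; incubation: 24 h compound exposure at 37°C, 5% CO2; signal: beta-catenin immunofluorescence imaging with DAPI; evaluation: % activation, nuclear-to-cytoplasmic median beta-catenin signal ratio per cell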
Yfh1-depleted yeast: mitochondrial function rescue without frataxin homolog – Friedreich's ataxia, plus single-dose screen, dose response (AID 1465); S. cerevisiae Yfh1-off respiration, WST-1 reduction, 72 h; higher fold induction means a stronger effect; 220,000 compounds, 0.074% hits; fold induction at 50 µM, or EC50 in µM where a hit was titrated;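 active = fold induction of absorbance versus untreated yeast above a set limit, then at least 30% activation at any dose in follow-up; inconclusive = repeats straddling the limit, or above it without dose testing; inactive = fold induction below the set limit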;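 note: activators that raise dye reduction in frataxin-depleted yeast; strong numbers were not always called active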
Dynein cargo inh: blocks dynein driven cargo transport along microtubules; 3617.4 mouse cells, GR-EGFP nuclear translocation imaging; test concentration mostly 20 µM; stimulated with dexamethasone, 1 µM; hits give low values; z-score, hits read low; 220,000 compounds, 0.47% hits; AID 1381;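 active = plate z-score of nuclear minus cytoplasmic receptor signal below a set negative limit, without overly bright fluorescence or cell loss, cut at about -3.5 in these data, passing the limit was not always enough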;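 note: z-score of nuclear minus cytoplasmic ring GR-EGFP intensity difference per well; some compounds called inactive have numbers as strong as hits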
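Also added: dexamethasone, 1.0 µM final. Medium: tet-free, stripped-serum medium. Detection: fixed, Hoechst-stained cells imaged at 10x for EGFP. Read-out: nuclear-to-cytoplasmic GR-EGFP distribution per well. Times: induction 48 h, compound 1 h, agonist 30 min.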
Autophagy mod: modulators of autophagy | 190,000 compounds, 0.98% hits | AID 463193 | calls only at 10 µM (by protocol) | MEF GFP-LC3 puncta imaging; test concentration mostly 10 µM;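 active = percentage of spot-positive cells more than 3 SD above its plate mean, without a fluorescence outlier flag or 80% toxicity; inconclusive = no clear call, values can overlap the other calls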;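 note: spot-positive cell cutoff set from DMSO-treated cells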
MT stabilizer: microtubule stabilization, imaging screen. HeLa tubulin immunostaining HCS, 24 h; share of cells brighter than vehicle mean+2SD. % tubulin-high responders, % at 10 µM. 200,000 compounds, 0.83% hits. AID 2205;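 active = plate Z-score above 3 for both tubulin-high and condensed-nucleus cell shares, with cell loss under 80%, at 10 µM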;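 note: anti alpha tubulin signal scored within the nucleus-defined area of each cell; some results filed as inactive read as strong as hits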
WT yeast gro inh mutant strain: also measured in WT yeast gro inh; calls as there; inhibition, %; mitochondrial fusion phenotypic screen, mutant strain inhibition
Dynein cargo inh cytoplasmic EGFP: recorded beside Dynein cargo inh, whose call it bears; z-score; measured here: cytoplasmic GR-EGFP intensity; hits give high values
Dynein cargo inh nuclear GR-EGFP: recorded beside Dynein cargo inh, whose call it bears; z-score; measured here: nuclear GR-EGFP intensity;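 lower value marks the stronger effect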
Dynein cargo inh cell count: also measured in Dynein cargo inh; calls as there; z-score; measured here: cell count per field
Ins promoter up cell count: recorded beside Ins promoter up, whose call it bears; cell count; measured here: cytotoxicity, nuclei count;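 total cells summed across four imaged fields per well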
b-catenin transl cell count 5 µM: second read-out of b-catenin transl, no call of its own (marks repeat the call); cell count; measured here: cell count, cytotoxicity flag
MT stabilizer Hoechst-high %: further read-out of MT stabilizer, marked with its call; % Hoechst-high responders; measured here: nuclear condensation Hoechst responders;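 share of cells brighter than vehicle mean plus two SD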
MT stabilizer cytotoxicity %: also measured in MT stabilizer; calls as there; toxicity, %; measured here: cytotoxicity by cell density;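 0% = mean cell density of plate MIN control wells and 100% = no cells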
Autophagy mod cell loss 18 h: recorded beside Autophagy mod, whose call it bears; toxicity, %; measured here: cell loss, nuclei count;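 cell loss after 18 h compound exposure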
Active calls of the source: *; i = inactive; ? = inconclusive; . = no result given.

SMILES	Ins promoter up	Ins promoter up cell count	AID2073	WT yeast gro inh	WT yeast gro inh mutant strain	HIV peptide binding	b-catenin transl	b-catenin transl cell count 5 µM	Yfh1-depleted yeast	Dynein cargo inh	Dynein cargo inh cytoplasmic EGFP	Dynein cargo inh nuclear GR-EGFP	Dynein cargo inh cell count	Autophagy mod	Autophagy mod cell loss 18 h	MT stabilizer	MT stabilizer Hoechst-high %	MT stabilizer cytotoxicity %
O=C(c1ccc2c(c1)OCCO2)N(c1ccccn1)C1CCCCC1	-0.95	977	-4%	-6	8	-2.1%	-0.2	1090	i	-0.47	0.25	-0.27	0.72	i	2	0.9	1.2	6.8
COc1ccccc1C(=O)COC(=O)CNS(=O)(=O)c1ccc(C)cc1	0.08	1229	1%	-9	8	1.2%	-5.1	1109	i	0.06	-0.31	0.34	-0.62	i	-2	2.9	2.3	12
C=CCN1C=CC(=O)CC1	.	.	-8%	.	.	-0.4%	0.9	1134	i	-0.65	-0.83	-0.36	0.8	.	.	.	.	.
COc1c2ccoc2nc2c(OC)c(OCC(O)C(C)(C)O)ccc12 (stereo not drawn)	0.09	1341	?	26	16	1.7%	-0.4	1163	i	-0.85	0.04	0.24	0.16	i	4	3.2	3.2	14
O=C(O)c1ccccc1CSc1nnc2c(n1)[nH]c1ccccc12	0.25	1478	22%	.	.	0.8%	-2.8	1102	i	-0.44	-0.19	-0.29	-0.2	.	.	.	.	.
CN1CCN(c2oc(/C=C/c3ccccc3)nc2C#N)CC1	.	.	18%	.	.	-0.2%	-1.1	1292	i	-0.42	-0.2	0.14	0.5	.	.	.	.	.
COc1cc(-c2cc(=O)c3c(O)cc(O)cc3o2)ccc1O	-0.62	1319	34%	0	-5	1.8%	-1.8	1029	i	0.65	0.28	0.62	-1.3	i	-1	1.5	1.1	3.1
CC(C(=O)O)c1n[nH]c(=O)c2ccccc12 (stereo not drawn)	.	.	8%	-30	-12	-1.0%	.	.	i	-0.13	-0.3	-0.27	0.51	i	1	2.8	1.6	7.0
COc1ccc(Oc2coc3cc(OC(=O)/C=C/c4ccc(F)cc4)ccc3c2=O)cc1	-0.32	1586	24%	-1	4	5.8%	-0.9	1146	i	-0.19	-0.2	-0.33	0.076	i	16	3.7	3.8	6.8
COc1ccc(/C=C/C(=O)N2CCN(S(=O)(=O)c3ccccc3)CC2)cc1OC	-0.46	1550	1%	31	2	2.0%	-3.1	1124	i	-0.42	-0.39	-0.036	2.2	i	2	2.7	1.9	2.5
N#C/C(=C\c1c[nH]c2ccccc12)C(N)=O	0.87	914	8%	.	.	-0.3%	-0.8	1320	i	3.3	-0.48	2.1	-2.2	.	.	.	.	.
Fc1ccc(CSc2nc3ccccc3[nH]2)cc1	0.15	935	1%	6	19	-1.7%	-3.6	1201	i	-0.72	-0.016	-0.15	0.63	i	-5	1.6	1.3	4.5
O=C(NCCN1CCN(c2ccccc2)CC1)c1cccc(Br)c1	-0.31	887	-3%	4	9	2.2%	2.4	1175	i	-0.57	-0.19	-0.24	1.2	i	-18	1.7	1.5	6.7
O=S(=O)(Nc1nc2ccccc2nc1Nc1ccc2c(c1)OCO2)c1ccccc1	-0.06	1392	22%	6	5	59%	0.1	1107	i	0.097	0.22	0.22	-0.15	i	-2	6.6	2.5	4.5
COC(=O)Cc1n[nH]c(=O)c2ccccc12	.	.	-1%	9	6	-0.1%	1.8	971	i	0.8	-0.12	0.43	1.8	i	9	2.0	1.9	5.2
C=CCn1c(Cc2ccc(OCC)cc2)nnc1SCC(N)=O	0.29	1353	4%	6	10	0.7%	.	.	i	0.35	-0.27	0.41	0.85	i	-7	1.2	2.5	29
O=C(NCc1ccco1)c1cccc(N2CCCC2=O)c1	0.5	948	1%	-9	-1	1.6%	-1.5	1158	i	1.8	0.26	0.88	-1	i	3	4.0	2.0	0.1
C(=C\c1ccccc1)/CNCC1CCCO1 (stereo not drawn)	-1.6	1167	2%	3	10	2.7%	0.2	1103	i	-0.14	-0.22	0.091	-0.065	i	8	4.5	1.1	4.0
O=C(COC(=O)c1ccccc1)NCc1ccco1	-0.43	1085	14%	-13	-5	1.1%	-1.1	1093	i	0.14	-0.17	0.076	0.093	i	3	2.0	1.3	5.3
COc1ccc(Cl)cc1NC(=O)NC(C)C	0.1	1402	-6%	14	17	-2.0%	0.3	1535	i	1.5	-0.38	1.1	0.2	i	21	4.1	3.5	10
COc1ccc(N(CC(=O)N2CCc3ccccc32)S(=O)(=O)c2c(C)n[nH]c2C)cc1	-0.45	1332	15%	8	12	-1.4%	-1.2	876	i	-0.17	-0.19	0.23	0.052	i	9	4.3	2.1	4.7
Cn1c(SCc2nc3ccccc3c(=O)[nH]2)nc2ccccc21	0.09	1238	1%	8	5	-3.1%	-2.1	1115	i	-0.63	-0.32	0.045	0.14	i	-3	3.1	1.6	3.7
Oc1ccc2ccccc2c1/C=N/Nc1ccccc1	-0.21	1532	3%	0	1	3.1%	0.0	1108	i	-0.55	-0.21	-0.39	-0.031	i	18	4.4	3.1	4.7
CCOC(=O)C1(Cc2cccc(F)c2)CCN(C(=O)Cn2cnnn2)CC1	-0.16	922	-2%	.	.	-1.6%	-1.3	1406	i	0.012	-0.29	0.43	1.1	.	.	.	.	.
O=C(Cc1ccc(Cl)cc1)N/N=C/c1c(Cl)cccc1Cl	-0.44	1266	11%	20	14	0.1%	0.2	958	i	1.9	-0.21	0.62	-0.99	i	15	3.6	1.6	5.0
CN(C)C(=O)c1ccc(-n2cccn2)nc1	0.06	1295	8%	5	16	-0.5%	1.0	1016	i	-1	-0.25	-0.81	0.93	i	11	1.4	1.9	6.0
CCc1ccc(NC(=S)N(CCN2CCCCC2)Cc2ccco2)cc1	-0.08	1298	-22%	5	20	0.8%	1.3	1043	i	0.27	-0.22	0.19	-0.27	i	10	2.1	2.2	4.9
O=C(CN(c1ccc(F)cc1)S(=O)(=O)c1ccc2c(c1)OCCO2)NCc1ccccc1	.	.	-3%	1	3	7.3%	0.3	1088	i	0.41	-0.13	0.58	-0.11	i	-11	1.9	1.6	6.3
Cc1ccc(C(=O)NCCOc2cccc(C)c2)cc1	-0.11	1410	7%	-1	-4	-0.1%	0.1	1512	i	0.22	-0.24	0.086	0.034	i	-8	3.1	1.9	9.8
CCc1ccccc1NC(=S)N(Cc1cccc(C)c1)c1cccnc1	0.07	1146	4%	20	10	-1.1%	-1.1	1023	i	1.2	0.032	1	-1.5	i	1	3.6	2.0	4.6

Part of the list above with just MT stabilizer cytotoxicity %.
mol | MT stabilizer cytotoxicity %
CN(C)C(=O)c1ccc(-n2cccn2)nc1 | 6.0
Cn1c(SCc2nc3ccccc3c(=O)[nH]2)nc2ccccc21 | 3.7

(further entries)
SMILES	Ins promoter up	Ins promoter up cell count	AID2073	WT yeast gro inh	WT yeast gro inh mutant strain	HIV peptide binding	b-catenin transl	b-catenin transl cell count 5 µM	Yfh1-depleted yeast	Dynein cargo inh	Dynein cargo inh cytoplasmic EGFP	Dynein cargo inh nuclear GR-EGFP	Dynein cargo inh cell count	Autophagy mod	Autophagy mod cell loss 18 h	MT stabilizer	MT stabilizer Hoechst-high %	MT stabilizer cytotoxicity %
COc1ccc(/C=C2\N=C3CCCCCN3C2=O)cc1OC	0.16	1489	2%	-20	-48	-0.2%	-4.4	1351	i	-0.11	-0.11	0.2	-0.31	i	-1	1.9	1.5	0.4
O=C(Nc1cccc(S(=O)(=O)N2CCOCC2)c1)c1ccc(N2CCOCC2)c([N+](=O)[O-])c1	0.16	1475	-2%	-12	-6	1.4%	-0.4	1076	i	-0.4	-0.24	-0.22	0.017	i	-10	6.5	2.1	3.1
COc1cc(/C=C2/SC(=Nc3ccc(O)cc3)NC2=O)cc(OC)c1O	.	.	0%	-25	-27	-2.4%	-0.3	1093	i	-0.037	-0.27	-0.51	0.62	i	9	7.3	2.5	18
O=C(COC(=O)c1cc(-c2cccc(Br)c2)nc2ccccc12)NCC1CCCO1 (stereo not drawn)	0.05	1195	20%	71*	19*	-0.8%	2.0	1042	i	-0.99	-0.15	-0.63	0.59	i	1	4.3	0.6	3.6
CCOc1cc(C(=O)OCC(=O)c2c(C)[nH]c3ccccc23)ccc1OCC(=O)N1CCOCC1	0.69	1234	8%	0	-1	-1.3%	-6.4	944	i	-0.7	-0.19	-0.18	0.53	i	-3	3.0	1.3	3.2
O=C(Nc1ccccc1)c1cccnc1Nc1ccccc1	0.41	1312	3%	6	18	-0.6%	2.1	1188	i	0.54	-0.24	0.13	1.6	i	2	1.7	1.7	4.6
CC1(C)Cc2nc3sc4c(NCCO)ncnc4c3cc2CS1	-0.45	1372	23%	.	.	5.4%	0.3	1335	i	-0.3	-0.27	-0.55	1	.	.	.	.	.
Cc1ccc(-c2nn(CC(=O)N3CCOCC3)c(=O)c3ccccc23)cc1S(=O)(=O)N(C)C	-0.12	1118	1%	.	.	1.1%	1.4	1244	i	0.64	-0.26	0.88	-0.52	.	.	.	.	.
CC1=NN(C(=O)c2csc(C)c2C)C(O)(C(F)(F)F)C1 (stereo not drawn)	0.05	1462	-1%	-3	15	-1.2%	-1.8	1074	i	-0.041	-0.051	0.082	0.72	i	0	3.3	3.0	5.8
COC(=O)C(NC(=O)c1ccc(F)cc1)(Nc1nc(C)cs1)C(F)(F)F (stereo not drawn)	-1	1282	-16%	1	6	1.7%	.	.	i	0.71	-0.25	0.26	0.7	i	-1	2.5	1.9	8.1
